# Assay outcomes deposited in PubChem by several laboratories.
# Rtt109 Vps75 = blocks Candida albicans Rtt109/Vps75 acetyltransferase activity. AID 540336. Q5AAJ8. 330,000 compounds, 0.16% hits. purified Rtt109/Vps75, ThioGlo CoA-SH fluorescence, 4 h. inhibition, % at 34.9 µM;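 active means inhibition of at least 50% in every replicate; inconclusive means best replicate reaches 50% inhibition but some replicates fall short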
# Mot1-301 SUMO = SUMOylation pathway inhibition by Mot1-301 growth rescue; S. cerevisiae Mot1-301 growth rescue, ATP luminescence, 38.5C; percent above DMSO median, 100 means doubled; growth rescue, % at 18.8 µM; 320,000 compounds, 1% hits; AID 2716;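 active means every valid replicate shows activation above 250% relative to neutral control wells; inactive means the rest, any valid replicate at or below 250%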;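 further: OY570 slx delta 5 strain wells were the positive control but not used for scaling; some compounds called inactive have numbers as strong as hits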
# dFosB act = activators of mouse delta FosB homodimer | P13346 | purified delta FosB, TAMRA-CDK5 oligo fluorescence polarization; percent of positive-control signal above neutral wells | activation, % at 25 µM | 340,000 compounds, 0.99% hits | AID 493131;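 active means mean activation above about 17%, with every replicate also reaching it, limit read from the data, passing the limit was not always enough; inconclusive means only one of the two conditions met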;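 further: fluorescence polarization rise as delta FosB binds a TAMRA Cdk5 AP-1 oligo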
# Target sequence (P13346 whole entry, looked up): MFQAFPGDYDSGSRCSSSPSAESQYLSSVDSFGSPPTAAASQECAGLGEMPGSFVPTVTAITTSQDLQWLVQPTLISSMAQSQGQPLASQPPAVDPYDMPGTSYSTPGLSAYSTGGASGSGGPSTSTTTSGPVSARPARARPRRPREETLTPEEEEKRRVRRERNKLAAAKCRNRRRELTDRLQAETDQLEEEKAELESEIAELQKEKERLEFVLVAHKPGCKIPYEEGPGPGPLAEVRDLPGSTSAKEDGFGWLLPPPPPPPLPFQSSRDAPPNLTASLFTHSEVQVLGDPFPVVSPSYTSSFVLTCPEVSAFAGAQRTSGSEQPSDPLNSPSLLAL
# PfHsp90 yeast 2 = reduces growth (ATP signal) of yeast expressing P. falciparum Hsp90 | S. cerevisiae expressing PfHsp90, BacTiter-Glo ATP, 48 h; yeast lacking PDR1 and PDR3 efflux regulators | inhibition, % at 9.4 µM | 310,000 compounds, 0.32% hits;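 active means every replicate shows inhibition above about 80%, whatever the replicate mean, limit read from the data; inconclusive means mean inhibition reaches the set limit but some replicate falls short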;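 further: 0% = DMSO neutral controls and 100% = 20 µM radicicol positive controls; yeast relying on Plasmodium falciparum Hsp90 in place of its own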
# RTF Ca sens act = cardiac RTF calcium sensitization | IANBD-labeled TnC RTF fluorescence at EC20 calcium; 0% EC20 calcium, 100% full calcium | activation, % at 7.2 µM | 340,000 compounds, 0.24% hits;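 active means activation above the mean over all tested compounds plus 3 SD, cut at about 30% in these data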;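 further: rise in fluorescence read as greater calcium sensitivity of cardiac thin filaments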
# PvdQ inh = P. aeruginosa PvdQ acylase inhibition. purified PvdQ acylase, fluorescence plate reader. inhibition, % at 10 µM. 340,000 compounds, 0.063% hits. AID 488965; in the data active means inhibition above about 30%, passing the limit was not always enough; inconclusive means no clear call, values can overlap the other calls;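 further: 0% = vehicle neutral wells and 100% = reference inhibitor wells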
# Keap1 Nrf2 FP = disrupts human Keap1 binding to Nrf2 peptide; 340,000 compounds, 0.15% hits; Q14145; AID 504523; Keap1 Kelch-Nrf2 peptide fluorescence polarization, 1536-well; inhibition, % at 9.4 µM; in the data active means inhibition above about 12%; inconclusive means no clear call, values can overlap the other calls; inactive means below about 7.3%;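 further: human Keap1 Kelch domain with fluorescein labeled Nrf2 9mer peptide probe; 0% = neutral control wells and 100% = peptide positive control; higher means more block of Keap1 binding to Nrf2 peptide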
# Target sequence (Q14145 whole entry, looked up, the tested form may be a part): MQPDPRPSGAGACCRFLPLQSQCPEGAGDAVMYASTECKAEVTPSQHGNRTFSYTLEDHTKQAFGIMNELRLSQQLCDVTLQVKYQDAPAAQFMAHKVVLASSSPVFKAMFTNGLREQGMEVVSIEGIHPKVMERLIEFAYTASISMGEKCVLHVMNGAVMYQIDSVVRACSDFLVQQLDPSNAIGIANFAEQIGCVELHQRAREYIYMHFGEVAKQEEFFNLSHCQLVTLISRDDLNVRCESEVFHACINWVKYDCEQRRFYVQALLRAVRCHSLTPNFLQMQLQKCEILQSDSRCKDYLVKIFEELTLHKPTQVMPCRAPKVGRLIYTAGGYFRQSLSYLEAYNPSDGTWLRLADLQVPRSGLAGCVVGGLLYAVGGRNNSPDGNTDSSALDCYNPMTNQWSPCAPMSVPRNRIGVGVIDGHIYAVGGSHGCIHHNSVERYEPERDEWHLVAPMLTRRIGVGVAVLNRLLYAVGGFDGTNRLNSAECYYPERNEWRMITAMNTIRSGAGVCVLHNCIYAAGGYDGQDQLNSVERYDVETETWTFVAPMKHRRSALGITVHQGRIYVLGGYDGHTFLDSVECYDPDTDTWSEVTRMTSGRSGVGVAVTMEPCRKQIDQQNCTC
# CDK5 inh = blocks human CDK5/p35 kinase activity | Recombinant CDK5/p35, ADP-Glo luminescence, 60 min | inhibition, % at 10 µM | 330,000 compounds, 0.01% hits;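 active means highest replicate inhibition of at least 50% and at least 75% of replicates reaching 50%; inconclusive means only one of the two criteria met; inactive means both criteria failed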;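 further: plate controls were DMSO neutral control for no effect and GW8510 at 10 µM for full effect; many of its hits are not listed in these tables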
# C-LANA FP = KSHV C-LANA DNA binding inhibition. MBP-C-LANA/FAM-LBS DNA binding, fluorescence polarization. inhibition, % at 9 µM. 340,000 compounds, 0.078% hits;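 active means highest replicate inhibition at or above 60% at 9 µM, even if other replicates fall short; inactive means all replicates below 60% inhibition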;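 further: 0% = neutral control wells and 100% = 4 µM acridine orange control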
# RTF Ca sens inh = cardiac RTF calcium desensitization. P19429+P45379. IANBD-labeled cardiac RTF, Ca2+ fluorescence. inhibition, % at 7.15 µM. 340,000 compounds, 0.12% hits;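 active means inhibition above the mean inhibition of all tested compounds plus 3 SD, cut at about 17% in these data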;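 further: assay run at fixed EC70 calcium of 1.6 mM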
# NSD2 inh = inhibitors of human histone methyltransferase NSD2; inhibition, % at 12.5 µM; 310,000 compounds, 0.54% hits; AID 743445; NSD2 peptide methylation, AlphaScreen, 120 min; in the data active means inhibition above about 50%
# * = called active by the depositor; ? = inconclusive; . = not tested or not shown.
# Below each compound: Rtt109 Vps75, Mot1-301 SUMO, dFosB act, PfHsp90 yeast 2, RTF Ca sens act, PvdQ inh, Keap1 Nrf2 FP, CDK5 inh, C-LANA FP, RTF Ca sens inh, NSD2 inh
O=C(c1cccnc1)C1Cc2ccccc2C1=O (centres undefined)
  2, 16, -2, 29, 1, -10, -5, 3.2, -1.2, -11, 2
CC(C/C=N/NC(=O)COc1cc(Cl)ccc1Cl)c1ccccc1 (centres undefined)
  2, 11, -10, -7, -7, -15, 4, 0.6, -1.9, -5, -2
CCn1c(C)nnc1SCC(=O)Nc1ccc(C(C)=O)cc1
  -15, -16, -6, 6, -10, -12, 1, -0.9, -5.7, -4, -2
C=CCn1cc(/C=N\NC(=O)c2cc3c(ccc4ccccc43)o2)c2ccccc21
  5, ., 0, 16, -7, -1, 4, -2.3, -4.0, -3, 2
CCOc1ccc2nc(SCC(=O)Nc3nonc3C)[nH]c2c1
  -14, ., -6, -10, -1, 6, -2, 1.7, 0.5, -1, -2
O=c1c2ccccc2ncn1-c1ccccc1[N+](=O)[O-]
  4, -1, 6, -10, -3, 3, 4, -0.2, -0.6, 1, 18
O=C(CCc1ccc(S(=O)(=O)N2CCOCC2)cc1)N/N=C/c1cccc(O)c1
  8, -6, 9, 12, -1, -9, -3, 0.3, -1.2, -7, 0
CC(C)(C)C(CO)NC(=O)c1ccc[nH]1 (centres undefined)
  -4, 15, -1, -11, -4, -11, 7, -0.5, -0.1, 0, .
Cc1cccc2nc(-c3ccccc3)nc(N3CCC(O)(c4ccc(Cl)cc4)CC3)c12
  7, 167, 0, -19, -4, 22, -3, 0.9, 1.3, -18, 0
CCOC(=O)/C(C#N)=C/c1cc2ccccc2nc1N1CCOCC1
  8, 3, -2, 11, 1, -10, -7, 0.3, -0.8, 2, -4

# Of the compounds above, 3 contain sulfur.
# Below each compound: Rtt109 Vps75, Mot1-301 SUMO, dFosB act, PfHsp90 yeast 2, RTF Ca sens act, PvdQ inh, Keap1 Nrf2 FP, CDK5 inh, C-LANA FP, RTF Ca sens inh, NSD2 inh
CCn1c(C)nnc1SCC(=O)Nc1ccc(C(C)=O)cc1
  -15, -16, -6, 6, -10, -12, 1, -0.9, -5.7, -4, -2
CCOc1ccc2nc(SCC(=O)Nc3nonc3C)[nH]c2c1
  -14, ., -6, -10, -1, 6, -2, 1.7, 0.5, -1, -2
O=C(CCc1ccc(S(=O)(=O)N2CCOCC2)cc1)N/N=C/c1cccc(O)c1
  8, -6, 9, 12, -1, -9, -3, 0.3, -1.2, -7, 0

# Next section:
# Below each compound: Rtt109 Vps75, Mot1-301 SUMO, dFosB act, PfHsp90 yeast 2, RTF Ca sens act, PvdQ inh, Keap1 Nrf2 FP, CDK5 inh, C-LANA FP, RTF Ca sens inh, NSD2 inh
Cn1c(CNC(=O)c2ccc(Cl)cc2)nnc1SCC(=O)NC1CCCC1
  4, 2, -1, 13, -4, -9, ., -1.9, ., 4, -1
O=C(Oc1ccc2c(c1)O/C(=C\c1ccncc1)C2=O)c1ccccc1
  -7, 26, -3, -7, 28, 4, -5, 1.1, 1.4, -40, 1
O=C(Cn1c(=O)n(CCC(=O)N2CCCCC2)c(=O)c2sccc21)NCc1ccccc1
  5, -11, -7, 18, 1, -12, -3, 1.3, -0.4, -8, -1
Cc1ccc(C)c(OCC(=O)N/N=C/c2c(C)nn(-c3ccccc3)c2Cl)c1C
  -1, 20, ?, -12, -2, -7, 4, -1.4, -1.5, -6, -5
O=C(NCC(Cl)c1ccc2ccccc2c1)c1c(F)cccc1F (centres undefined)
  -2, -11, -8, -12, -2, -12, 2, 0.0, -0.6, -7, 0
Cc1c(Cl)cccc1NC(=O)CN1CCN(CCO)CC1
  5, 12, 4, -5, 1, -1, -1, 0.4, 1.6, -7, 1
CCSc1nnc(N)s1
  -7, 2, -3, ., 1, 4, 1, 5.8, -0.4, 3, -2
CCOCCCNC(=O)C(c1ccc(Cl)cc1)N(Cc1cccs1)C(=O)CNC(C)=O (centres undefined)
  -3, 20, 2, ., -1, 5, 4, 0.8, 1.0, -1, 0
Cc1cc(C)c2nc(NNC(=O)c3cc(=O)c4ccccc4o3)sc2c1
  7, -4, -11, -69, 0, -13, -4, -3.0, -0.2, -9, .
COc1ccc(CCNC(=O)c2ccc(NS(=O)(=O)c3ccc4[nH]c(=O)[nH]c4c3)cc2)cc1OC
  -6, 13, 3, -3, -5, -5, 0, 0.6, 1.1, -6, 1
Cc1nc(N2CCN(C)CC2)c2sc(=S)n(C)c2n1
  6, 3, 8, 21, 2, 14, -4, 0.6, 0.7, -1, .
CNS(=O)(=O)c1ccc(CCC(=O)N2CCN(c3ccccc3OC)CC2)cc1
  -13, 14, -5, 6, -3, -12, 2, 0.6, 1.5, -11, -2
O=C(O)Cc1coc(-c2ccc(F)cc2)n1
  ?, -2, 2, 24, -9, 3, -2, -1.8, 0.1, -1, 1
CN(C1CCCCC1)S(=O)(=O)c1cccc(C#N)c1
  5, 7, -2, 16, -1, 27, -4, -0.8, -1.3, 1, 3
COCCn1nnnc1C(c1cccc(OC)c1OC)N1CCN(C2CCCCC2)CC1 (centres undefined)
  -7, 36, -5, -14, 5, 7, 1, 0.0, 0.0, -5, -1
CCCCn1c(N)c(N(CCOC)C(=O)CSc2nnc(-c3ccc(C(C)(C)C)cc3)n2N)c(=O)[nH]c1=O
  1, -25, -14, ., 0, -15, -4, 0.8, -0.7, -1, -1
Cc1ccc(C)c(/C=C/C(=O)c2ccccc(=O)c2O)c1
  ., 42, -21, 103*, -16, 9, -5, -1.6, 2.5, -22, 9
CSC1=NC(C)(C)C=C(/C=C/c2c(Cl)cccc2Cl)N1
  31, -9, -9, -9, -2, 7, 4, -1.0, -2.6, 4, 0
Cc1onc(NC(=O)NC(=O)c2c(F)cccc2Cl)c1Br
  -21, 166, 4, 14, 2, -11, -3, -1.9, 0.9, 3, -2
OCCN1CCN(C(=S)NCCc2ccccc2)CC1
  -7, ., 8, 17, -8, -9, 2, 0.7, 1.0, -6, -1
OC[C@@H](O)[C@@H](O[C@@H]1O[C@H](CO)[C@H](O)[C@H](O)[C@H]1O)[C@H](O)[C@@H](O)CO
  -2, 14, 0, -9, 7, -5, -6, -0.5, 0.4, -9, .
Cc1ccc(NC(=O)C2CCN(C(=O)c3ccc(Cl)cc3)CC2)nc1
  1, -14, 1, 19, -2, -15, -4, 1.1, -0.4, -3, 17
c1ccc(OCc2nn3c(Cn4nnc5ccccc54)nnc3s2)cc1
  2, 0, -8, 3, -3, 4, -4, 1.3, 0.8, -6, 3
COC(=O)c1c(-c2cccc3ccccc23)csc1NC(=O)Cc1ccc(OC)c(OC)c1
  -2, 11, -6, -12, -1, 1, 0, 0.3, -1.9, -7, -1
N#Cc1cc2c(nc1SCC(=O)Nc1sc3c(c1C#N)CCC3)CCC2
  0, 3, 6, -6, 10, -4, -8, -4.3, 1.2, 12, 28
CC(=O)Nc1ccc(S(=O)(=O)N2CCN(C34CC5CC(CC(C5)C3)C4)CC2)cc1
  -6, -5, ?, -1, 9, -20, -2, 2.4, 1.8, -7, -1
CC(/C=N\N1CCN(Cc2ccc(C)cc2)CC1)=C\c1ccccc1
  4, 71, 2, 8, 0, 1, 2, 1.2, 1.4, 1, 4
Cc1oc(-c2ccccc2)cc1C(=O)Nc1cccc(C(=O)O)c1
  -1, -14, -1, ., -2, -2, -5, -1.5, 0.6, 2, 2
O=C(c1ccc(F)cc1)c1ccc(CN2C(=O)c3ccccc3C2=O)o1
  ., 147, -12, 9, -1, -12, 0, -2.4, 0.1, -3, -2
CC(NC(=O)Cc1ccc(S(=O)(=O)N2CCCCC2)cc1)c1ccccc1 (centres undefined)
  0, -6, -20, -26, -3, -11, -6, -0.7, 1.4, -6, -3

# (cont.)
mol | Rtt109 Vps75 | Mot1-301 SUMO | dFosB act | PfHsp90 yeast 2 | RTF Ca sens act | PvdQ inh | Keap1 Nrf2 FP | CDK5 inh | C-LANA FP | RTF Ca sens inh | NSD2 inh
COc1cccc(CN2CCN(C(=O)c3ccco3)CC2)c1OC | 1 | . | 1 | -4 | 3 | -5 | -1 | 2.4 | -0.7 | -6 | -3
O=C(NCCCN1CCOCC1)C(=O)N/N=C/c1ccccc1 | -5 | -6 | -8 | -11 | 0 | -12 | -1 | -2.8 | -0.5 | -7 | 0
Clc1ccccc1/C=C/C=N/Nc1nc(N2CCOCC2)nc(N2CCOCC2)n1 | 3 | . | -7 | -16 | 3 | -14 | -4 | -3.2 | 0.7 | -1 | -2
COc1ccc(C(=O)NCc2ccc3c(c2)OCO3)c(OC)c1 | 2 | 13 | -13 | -5 | -2 | -9 | 3 | -0.2 | 0.1 | -6 | 0
O=Cc1c(Cl)nc2ccccn2c1=O | 17 | 0 | -3 | -8 | -4 | 9 | 1 | 0.8 | 1.0 | -10 | .
CC(=O)Nc1ccc(S(=O)(=O)NCC(=O)OCC(=O)N2CC(C)OC(C)C2)cc1 (centres undefined) | 0 | 1 | 0 | 26 | -2 | -7 | -2 | -0.2 | 1.9 | -11 | 0
C=CCn1c(SCC(=O)Nc2ccccc2)nc2scc(-c3cccs3)c2c1=O | 1 | -5 | -7 | -8 | -7 | 5 | -3 | -0.6 | 0.4 | -1 | -2
Nc1nonc1C(=O)N/N=C\c1cc2c(cc1Cl)OCO2 | -2 | -3 | 10 | 2 | 3 | -4 | 1 | 0.7 | 1.3 | -3 | 4
CCN(CC)C(=O)CSc1ncnc2sc(-c3ccccc3)cc12 | . | . | -40 | . | 3 | -3 | -1 | -2.7 | -1.0 | -5 | 2
Cc1ccc(S(=O)(=O)NC(=O)Nc2ccccc2)cc1 | -6 | -2 | -7 | 30 | 4 | -6 | 3 | 2.1 | 0.7 | -19 | -3

# Whole records, quoted from the list. Order of screens: Rtt109 Vps75, Mot1-301 SUMO, dFosB act, PfHsp90 yeast 2, RTF Ca sens act, PvdQ inh, Keap1 Nrf2 FP, CDK5 inh, C-LANA FP, RTF Ca sens inh, NSD2 inh
# Record of `CC(=O)Nc1ccc(S(=O)(=O)NCC(=O)OCC(=O)N2CC(C)OC(C)C2)cc1` (centres undefined) : 0, 1, 0, 26, -2, -7, -2, -0.2, 1.9, -11, 0
# Record of `Nc1nonc1C(=O)N/N=C\c1cc2c(cc1Cl)OCO2` : -2, -3, 10, 2, 3, -4, 1, 0.7, 1.3, -3, 4
